Screening results (PubChem BioAssay)
aSyn yeast rescue = alpha-synuclein toxicity suppression in yeast; AID 1347070; 94,000 tested, 0.02% active; S. cerevisiae alpha-synuclein toxicity rescue, BacTiter-Glo growth, 24 h; Potency, µM (highest dose often 46.1 µM), without a hit: at the highest dose growth rescue (activation), most hits filed as activators; active = well fitted activation curve with a large enough effect; inconclusive = small, poorly fitted or top-dose-only effect; note: 0% is about no effect
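Growth restoration measured by BacTiter-Glo luminescence after 24 hr at 30 deg C; alpha-synuclein yeast, raffinose-pregrown to mid-log, were added at OD600=0.02 in galactose medium onto pinned compounds.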
Active calls of the source: *; ? = inconclusive; & = joins results of further samples; [ ] = remark or other dose. Potency is the fitted concentration of half-maximal effect. A portion of the library; count on the stated rates, not on these rows.

SMILES	aSyn yeast rescue
COc1ccc(NS(=O)(=O)c2ccc(N3CC(O)=C(c4ccccc4)C3=N)cc2)cc1	4%
Clc1ccc(OCCSc2ncccn2)c(Br)c1	-9%
COC(=O)c1ccccc1C(=O)N1CC(O)CO1 (configuration not stated)	14%
O=C(COc1ccc(Cl)cc1)Nc1nnc(S(=O)(=O)N2CCCCCC2)s1	-7%
COc1cccc(CNC(=O)CCC(=O)N2CC(C)Sc3ccccc32)c1 (configuration not stated)	0%
CCCCN(C)S(=O)(=O)c1ccc(C(=O)Nc2sc3c(c2C(=O)OCC)CCN(C(C)C)C3)cc1	7%
C[C@H](CO)N1C[C@H](C)[C@@H](CN(C)C(=O)Nc2ccc(N3CCN(C)CC3)cc2)OCc2cnnn2CCCC1=O	-6%
COc1ccc(S(=O)(=O)N2CCCCCC2)cc1C(=O)N1CCN(C(C)=O)CC1	3%
c1ccc(CN2CCC3CC2c2cc(N4CCCCC4)ccc23)cc1 (configuration not stated)	5%
CCCC#Cc1cnc2c(c1)C(=O)N([C@H](C)CO)C[C@H](C)[C@@H](CN(C)C(=O)CCN1CCCCC1)O2	9%
C[C@@H]1CN([C@H](C)CO)C(=O)CCCn2nncc2CO[C@H]1CN(C)Cc1ccc(Oc2ccccc2)cc1	12%
O=C(NNS(=O)(=O)c1ccc(Br)cc1)C1CCCCC1	6%
CC(=O)c1ccc(N2CCN(C(=O)C3CCN(S(=O)(=O)c4ccc(Br)s4)CC3)CC2)cc1	-13%
CN(C)C(CNc1ncccn1)c1ccccc1 (configuration not stated)	-5%
O=C(CSc1nc2c(cnn2-c2ccc(F)cc2)c(=O)[nH]1)Nc1ccc(Br)cc1	-2%
CC(C)NC(=O)C1CCC(Cn2c(=O)c3sccc3n(Cc3ccc(F)cc3)c2=O)CC1 (configuration not stated)	-2%
Cc1nc(-c2ccc(C)c(N3CCN(C(=O)Nc4ccc(Br)cc4)CC3)c2)no1	10%
CCn1nc(CC(=O)O)c2ccccc2c1=O	8%
Cn1ccnc1SCC(=O)c1ccc(C#N)cc1	-5%
Cc1ccc(NC(=O)Cn2c(=O)n(Cc3ccco3)c(=O)c3ccccc32)c(C)c1	4%
CC1CN(c2nc3ccccc3nc2SCC(=O)Nc2ccc(F)cc2)CC(C)O1 (configuration not stated)	-1%
COc1ccc(CCC(=O)NCc2ccc3c(c2)CCN3C(=O)c2ccccc2)cc1	3%
CCc1ccc(CNC(=O)CCN2C(=O)COc3ccccc32)cc1	2%
Cc1ccc(-c2[nH]c3c(c2-c2c(-n4cccc4)n(C)c(=O)[nH]c2=O)c(=O)[nH]c(=O)n3C)cc1	1%
O=C(c1ccccc1)c1ccc2nc(Nc3ccccc3Cl)c3nncn3c2c1	-4%
COc1ccc(CCNC(=O)NCc2noc3ccc(C)cc23)c(OC)c1	0%
CC(=O)Nc1ccc(NS(=O)(=O)c2ccc3c(c2)CCCN3C(C)=O)cc1	4%
COc1ccc(OC)c(NC(=O)c2cc(S(=O)(=O)N3CCCC3)cn2C)c1	-7%
CCC(=O)Oc1ccc(C2Nc3ccccc3-c3nnc(SC)nc3O2)cc1 (configuration not stated)	-17%
COc1ccc(OC)c(NC(=O)c2cc(-c3ccc(Cl)s3)nc3ccccc23)c1	-5%

A section from the list above, as a working copy:
SMILES	aSyn yeast rescue
Cc1nc(-c2ccc(C)c(N3CCN(C(=O)Nc4ccc(Br)cc4)CC3)c2)no1	10%
CCn1nc(CC(=O)O)c2ccccc2c1=O	8%
Cn1ccnc1SCC(=O)c1ccc(C#N)cc1	-5%
Cc1ccc(NC(=O)Cn2c(=O)n(Cc3ccco3)c(=O)c3ccccc32)c(C)c1	4%
CC1CN(c2nc3ccccc3nc2SCC(=O)Nc2ccc(F)cc2)CC(C)O1 (configuration not stated)	-1%
COc1ccc(CCC(=O)NCc2ccc3c(c2)CCN3C(=O)c2ccccc2)cc1	3%
CCc1ccc(CNC(=O)CCN2C(=O)COc3ccccc32)cc1	2%
Cc1ccc(-c2[nH]c3c(c2-c2c(-n4cccc4)n(C)c(=O)[nH]c2=O)c(=O)[nH]c(=O)n3C)cc1	1%
O=C(c1ccccc1)c1ccc2nc(Nc3ccccc3Cl)c3nncn3c2c1	-4%
COc1ccc(CCNC(=O)NCc2noc3ccc(C)cc23)c(OC)c1	0%
CC(=O)Nc1ccc(NS(=O)(=O)c2ccc3c(c2)CCCN3C(C)=O)cc1	4%
COc1ccc(OC)c(NC(=O)c2cc(S(=O)(=O)N3CCCC3)cn2C)c1	-7%
CCC(=O)Oc1ccc(C2Nc3ccccc3-c3nnc(SC)nc3O2)cc1 (configuration not stated)	-17%
COc1ccc(OC)c(NC(=O)c2cc(-c3ccc(Cl)s3)nc3ccccc23)c1	-5%

The listing continues.
SMILES	aSyn yeast rescue
CCOc1ccc(CCNC(=O)CCCc2cc(-c3ccc(OCC)cc3)on2)cc1	7%
O=C(Cn1cncn1)c1ccc(Cl)cc1	8%
CCOc1ccccc1/C=N/NC(=O)c1nnn(-c2nonc2N)c1CN1CCC(C)CC1	-5%
CSc1ncnc2c1ncn2CCCN1CCN(c2ncccn2)CC1	9%
O=C(COC(=O)c1ccccc1[N+](=O)[O-])Nc1cccnc1Cl	-2%
Cc1ccc(-c2nnc(SCC(=O)N(C)C)nc2-c2ccc(C)cc2)cc1	-8%
CCOC(=O)c1ccc(N2C(=O)c3n[nH]c(-c4ccco4)c3C2c2ccc(C(=O)OC)cc2)cc1 (configuration not stated)	-9%
O=C(NC1CCCCC1)c1ccc2c(c1)sc1nc(-c3ccc(F)cc3)cn12	-1%
CCC(=O)Nc1cccc(C(=O)OCc2cc(=O)n3nc(CC)sc3n2)c1	5%
CCN(CC)S(=O)(=O)c1ccc2oc(Nc3ccc(OC)cc3)nc2c1	-9%
Cn1c(=O)c2c(SCC(=O)NCC3CCCO3)nc(-c3cccc(F)c3)nc2n(C)c1=O (configuration not stated)	1%
Cc1ccc(CCNC(=O)CCn2c(=O)c3cccn3c3ccc(F)cc32)cc1	-4%
O=C(O)CCNc1ccc(NCCC(=O)O)c2c1C(=O)c1ccccc1C2=O	-34%[inhibitor]
CC(Cc1ccccc1)NC(=O)c1cc2ccccc2o1 (configuration not stated)	9%
O=C(COC(=O)c1ccc(Cl)c(S(=O)(=O)N2CCCCCC2)c1)NCc1ccccc1	15%
CCC(=O)N1CCc2cc(S(=O)(=O)CCC(=O)NCc3cccc(OC)c3)ccc21	-5%
N/C(=N\OC(=O)c1cccc([N+](=O)[O-])c1)c1cccnc1	4%
CC(C)(C)c1ccc(C(=O)NNc2ncnc3c2cnn3-c2ccccc2)cc1	-9%
Cc1cc(=O)n2[nH]c(NC(=O)c3cccc(Cl)c3)nc2n1	-11%
O=C(Cc1c(Cl)cccc1Cl)OCC(=O)c1ccc[nH]1	1%
CCOc1cccc(NC(=O)C2CC(=O)N(CC)C(=Nc3ccc(F)cc3)S2)c1 (configuration not stated)	?
CC(C)(C)c1ccc(OCCC(=O)OCC(=O)NC2CCS(=O)(=O)C2)cc1 (configuration not stated)	7%
O=C(NCCc1ccc(Cl)cc1)c1nnc(Cc2ccc(Cl)cc2Cl)o1	-4%
O=C(Nc1ncc(Cc2cccc(Cl)c2Cl)s1)C1CCCO1 (configuration not stated)	2%
O=C(Nc1cccc(-c2nc3cccnc3s2)c1)c1cccc(Br)c1	-18%
Cc1ccc(NC(=O)c2sc(C)nc2C)c(C)c1	11%
CCCCN(CCCC)CCNC(=O)c1cn(CC)c2ccc(S(=O)(=O)N(C)C3CCCCC3)cc2c1=O	-5%
N#Cc1cc(-c2ccccc2)nc(N2CCNCC2)n1	4%
O=C(COC(=O)c1cccs1)NCCc1ccc(F)cc1	14%
Cc1cccc(NC(=O)C2CCN(S(=O)(=O)c3ccc(F)cc3)CC2)c1C	6%
Cc1ccc(C(=O)NCCCNC(=O)c2ccco2)cc1	-4%
CCCCC1CCC(C(=O)N(CCC(C)C)c2c(N)n(CCCC)c(=O)[nH]c2=O)CC1 (configuration not stated)	-2%
COc1ccc(NC(=O)N2CCN(S(C)(=O)=O)CC2)cc1	6%
O=C(COC(=O)/C=C/c1ccc(OC(F)F)cc1)NC1CCCCC1	9%
COC(=O)c1cc(=O)n(Cc2cccs2)c(=Nc2ccc(F)cc2)s1	3%
COc1cccc(C(C(=O)NC(C)(C)C)N(Cc2ccc(F)cc2)C(=O)CCC(=O)Nc2cc(C)on2)c1OC (configuration not stated)	10%
C/C(=N\NC(=O)c1ccc(CSc2nncn2C)cc1)c1ccc(C#N)cc1	2%
CSc1ccccc1NC(=O)c1cnc2sc(C)cn2c1=O	0%
Cc1cc(C)c(S(=O)(=O)NCCc2ccccc2)c(C)c1	26%
COC(=O)c1ccc(-c2noc(CN(C)CC3CCCCO3)n2)cc1 (configuration not stated)	12%
Cc1cc(C)nc(Sc2ncnc(N)c2[N+](=O)[O-])n1	-9%
Cc1cc(Br)ccc1-n1[nH]c(C)c(C=Nc2cccc3nsnc23)c1=O	1%
Cc1ccc(/C(N)=N/OC(=O)c2ccc3c(c2)OCO3)cc1	-15%
O=C(O)C(F)=C(c1ccccc1)c1ccccc1	-8%
O=C(c1ccco1)n1nc(-c2ccccc2)nc1NCc1ccccc1Cl	-3%
COc1ccc(Nc2c(-c3ccc(N4CCOCC4)cc3)nc3ncccn23)cc1OC	-19%
CN(C)CCN=Cc1c(O)n(Cc2ccc3c(c2)OCO3)c(=O)c2ccccc12	1%
Cc1ccc(Cn2c(CCCNC(=O)C3CCCCC3)nc3ccccc32)cc1	7%
CCCCCC(=O)Oc1cccc(N2C(=O)C3CCCCC3C2=O)c1 (configuration not stated)	-2%
Cc1cccc(C)c1NC(=O)C1CCN(C(=O)c2cccs2)CC1	4%

(listing goes on)
SMILES	aSyn yeast rescue
CC1CCN(S(=O)(=O)c2nnc(NC(=O)c3cccc(Cl)c3)s2)CC1	-3%&-6%
CCC(=O)N1CCc2cc(CNS(=O)(=O)c3ccc(NC(=O)CC(C)C)cc3)ccc21	2%
COCCNC(=O)CCCn1c(SCC(=O)NCc2ccc(C)cc2)nc2c(sc3ccccc32)c1=O	-8%
O=C(O)C1Cc2ccccc2CN1S(=O)(=O)c1ccc(Cl)cc1 (configuration not stated)	2%
COc1ccc(NC2(c3ccccc3)OC(=O)c3ccccc32)cc1 (configuration not stated)	10%
CCN(CC)C(=O)CSc1nnc(-c2cc(-c3ccc(Cl)cc3)nc3ccccc23)o1	6%
c1cc2c(c(CC3CO3)c1CC1CO1)OCCOCCOCCOCCO2 (configuration not stated)	-7%
O=C(c1cc(-c2cccc(O)c2)on1)N1CCc2ccccc2C1	-7%
COc1ccc(N2CCN(c3cc(C)nc4ccc(OC)cc34)CC2)cc1	-3%
Cc1cccc(NCc2nnc3n2CCCCC3)c1C	5%
COc1cccc(N2C(=O)N(Cc3ccc(C#N)cc3)c3ccccc3S2(=O)=O)c1	5%
CC1CCc2nc3ccc(S(=O)(=O)N4CCC(C(=O)NCc5ccccc5Cl)CC4)cc3c(C(=O)O)c2C1 (configuration not stated)	-6%
CCN(CC)CCOC(=O)c1ccc(N/C=C(/C#N)c2nc(-c3ccc(OC)c(OC)c3)cs2)cc1	-43%[inhibitor]
CC1(c2ccccc2)NC(=O)N(CC(=O)Nc2cc3c(cc2Br)OCCO3)C1=O (configuration not stated)	-5%
COc1c(CC=C(C)C)cc(C2CC(=O)c3c(O)cc(O)cc3O2)c(CC=C(C)C)c1O (configuration not stated)	0%
CC(=O)SC1CC(=O)N(c2c(C)cccc2C)C1=O (configuration not stated)	15%
O=C(CC1NCCc2ccccc21)Nc1ccccc1Cl (configuration not stated)	0%
COc1cccc(/C=C2\Sc3ccc(C(=O)NCc4cccnc4)cc3N(C)C2=O)c1	7%
Cc1nnc(NC(=O)CSc2nc3c(c(=O)n2C)SC(C)C3)s1 (configuration not stated)	-4%
COc1ccc(Cl)cc1N(CC(=O)NCC(C)C)S(=O)(=O)c1ccc(C)c([N+](=O)[O-])c1	3%
CCOC(=O)N1CCC(NC(=O)CS(=O)(=O)Cc2nc(-c3ccc(C)cc3)oc2C)CC1	3%
Cc1ccc2c(c1)c1nnc(SCC(=O)Nc3ccccc3C(F)(F)F)nc1n2CC(=O)O	-2%
C/C(=N\NC(N)=O)c1ccccc1	-3%
CCOC(=O)c1c(S(=O)(=O)NCC(=O)N2CCN(c3cc(C)ccc3C)CC2)c(C)n(C)c1C	7%
COc1cc(/C=C/C(=O)OCC(=O)N2CC(C)OC(C)C2)ccc1OCC#N (configuration not stated)	-1%
CC(=O)c1cc(C#N)c(N2CC(C)OC(C)C2)nc1C (configuration not stated)	9%
Cc1ccc(NC(=O)C2CCN(C(=O)c3cccs3)CC2)cc1	-2%
S=C(NCCN1CCOCC1)Nc1ccc(Nc2ccccc2)cc1	0%
COc1ccc(CCNC(=S)NC(=O)c2cccc(Cl)c2)cc1OC	-1%
CC(C)CCNC(=O)CN1C(=O)NC(c2ccccc2)(c2ccccc2)C1=O	-4%
Cc1ccc2nc(-c3ccc(NS(=O)(=O)c4c(C)n(C)c(=O)n(C)c4=O)cc3)sc2c1	?
COC(=O)c1ccc(-n2nnc(-c3nc(-c4ccc5c(c4)OCO5)no3)c2C)cc1	2%
Cc1cc(C)cc(NC(=O)C2CCCN(c3nnc(-n4c(C)ccc4C)s3)C2)c1 (configuration not stated)	-10%
CC(C)(CNC(=O)Cc1ccc(Cl)cc1Cl)N1CCCCC1	-2%
COc1ccc(Br)c2c1-c1nc(NC(=O)c3ccccc3SC)sc1C2	-6%
C#CC[N+]1(CC#Cc2cccc3ccccc23)CCOCC1	-7%
Cn1c(=O)[nH]c(=O)c2c1nc(CN1CCN(c3ccccc3)CC1)n2Cc1c(F)cccc1Cl	3%
CCOC(=O)c1cccc(NC(=O)c2cc3sccc3n2Cc2ccc(Cl)cc2)c1	9%
